Compound activity deposited in PubChem by National Center for Advancing Translational Sciences (NCATS).
MmCpn inh: Inhibitors of TCP-1 ring complex (TRiC) of Methanococcus maripaludis (MmCpn): qHTS; purified Mm-Cpn ATPase, ADP Transcreener TR-FRET; Potency, µM (top dose mostly 76.9 µM), inactives show at the top dose activity, negative = inhibition, usual class: inhibitors; actives 0.031% (n = 330,000); AID 504842, 2011; note: potency is the fitted concentration of half-maximal effect; % is set by controls: 0 for no effect and ±100 for the full control effect; nearly all actives have a fitted effect of over 80% in size
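Reaction buffer contained 30 mM Tris pH 7.4, 100 mM KCl, 5 mM MgCl2 and 1 mM DTT. Mm-CPN (25 nM final) hydrolysed 10 uM ATP over 30 min at 37°C; ADP was read by HTRF.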
Abeta rescue: qHTS for compounds that reverse cellular toxicity of Amyloid beta (A-beta) peptide in yeast: Primary Screen. yeast expressing A-beta42, growth rescue, OD600, 48 h; response scale: 0% DMSO, 100% iron-clioquinol control. Potency, µM (top dose mostly 46.1 µM), for inactives: at the highest dose growth rescue, hits mostly activators. actives 0.063% (n = 410,000); note: potency is the fitted concentration of half-maximal effect; nearly all actives have a fitted effect of over 55% in size
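Yeast A-beta toxicity model in growth medium with pinned compounds, 48 h at 30 C; growth read as absorbance at 600 nm. Normalized to FeCl3/clioquinol equimolar mix (positive) and DMSO (negative).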
Nrf2 ARE act: qHTS of Nrf2 Activators; AREc32 ARE-luciferase reporter (MCF7-derived line), luminescence, 24 h; Potency, µM (series often up to 46.1 µM), without a hit: top-dose activation, most hits filed as activators; actives 0.31% (n = 410,000); AID 624171, 2012; note: potency is the fitted concentration of half-maximal effect; % of control where 0% means no effect; nearly all actives have a fitted effect of over 65% in size
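AREc32 cells carrying an ARE-driven firefly luciferase, 1000 cells/well in OPTI-MEM with 5% FBS, dosed after overnight attachment and incubated 24 hr at 37 deg C. Steady-Glo luminescence read after 30 min at RT.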
TGFb inhibitor: qHTS for Inhibitors of TGF-b; actives 1.2% (n = 410,000); HepG2 CAGA-GFP TGF-b/SMAD3 reporter, GFP fluorescence, 18 h; TGF-beta stimulated, 500 pg/mL final; Potency, µM (titrated, usually from 46.1 µM), for inactives: at the highest dose activity, negative = inhibition, actives largely listed as inhibitors; note: potency is the fitted concentration of half-maximal effect; % is set by controls: 0 for no effect and ±100 for the full control effect; nearly all actives have a fitted effect of over 65% in size
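HEPG2 CAGA-GFP, 1000 cells/well; 2 h settle, 37 C; cpd via pin tool; TGF-b 500 pg/mL final; 18 h, 37 C; GFP imaging ex488/em500-530; %Activity normalised to -TGF-b and +DMSO controls; CRC fit, curve class.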
HepG2 tox: qHTS for Inhibitors of TGF-b: Cytotox Counterscreen; HepG2 CAGA-GFP viability, ATP luminescence, 18 h; Potency, µM (series often up to 46.1 µM), for inactives: at the highest dose activity change, negative = cytotoxicity, hits mostly cytotoxic; actives 0.76% (n = 410,000); AID 588856, 2011; note: potency is the fitted concentration of half-maximal effect; some results filed as inactive show a strong effect at the top dose
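HepG2 CAGA-GFP cells (1000/well, DMEM with 1% FBS) received compound, then TGF-beta at 500 pg/mL final, and were incubated 18 hours at 37 degrees C. Viability was read by CellTiter-Glo luminescence. Media-only wells were set as complete cell-killing and DMSO as no toxicity.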
pAkt inh: HTS Assay for Inhibitors of Akt Phophorylation: Primary Screen; Neuro2A IGF-stimulated pAkt S473 HTRF, 20 min; hits give low values; actives 0.32% (n = 360,000); activity change, % for hits at 50 µM; AID 651550, 2012; in the data active = activity change below about -80%; inconclusive = mostly about -51% to -80%; note: % is set by controls: 0 for no effect and ±100 for the full control effect
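Neuro2A cells in DMEM with 0.5% FBS, overnight at 37 deg C, given compound at single 50 µM final, then IGF (6 nM final) for 20 min at 37 deg C. Lysed; phospho-Akt Ser473 by HTRF after 24 h, 665/615 ratio.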
A549 viability: Nrf2 qHTS screen for inhibitors: counterscreen for cytotoxicity | actives 0.16% (n = 390,000) | A549 ARE-Fluc cells, CellTiter-Fluor viability, 18-24 h | Potency, µM (top dose mostly 46 µM), inactives show at the highest dose activity change, negative = cytotoxicity, actives largely listed as inhibitors; note: potency is the fitted concentration of half-maximal effect; % is set by controls: 0 for no effect and ±100 for the full control effect
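Cytotoxicity counterscreen: CellTiter-Fluor fluorescence was measured in A549 ARE_Fluc cells after 18-24 h of compound exposure in a concentration series. The subsequent BugLite luminescent read reports ARE-luciferase activity.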
CCT chaperon mod: High-Throughput Screening for Modulators of Cytosolic Chaperonin Activity. purified chaperonin ATPase assay, HTRF ADP detection, 30 min. activity change, % (concentration not given with the values), hits read low. actives 0.3% (n = 360,000). AID 651819, 2012; in the data active = activity change below about -30%; note: % is set by controls: 0 for no effect and ±100 for the full control effect
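Nucleotide hydrolysis assay: TRiC at 20–40 nM final (set by batch activity) with 10 uM ATP, 30 min at 37 °C, in presence of 76 uM compound. Detection by competitive ADP HTRF, 30 min ambient.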
Nrf2 block: Nrf2 qHTS screen for inhibitors; A549 ARE-Fluc reporter, luciferase luminescence, 18-24 h; Potency, µM (doses to about 46 µM), without a hit: top-dose activity change, negative = inhibition, hits mostly inhibitors; actives 2.1% (n = 360,000); note: potency is the fitted concentration of half-maximal effect; % is set by controls: 0 for no effect and ±100 for the full control effect; nearly all actives have a fitted effect of over 60% in size
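Cells were seeded and rested 2 h, then exposed to compounds for 18-24 h. CellTiter-Fluor was read first as a viability measure. BugLite was added 15 min before the final luminescent read of ARE-luciferase activity in A549 cells.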
An asterisk follows results filed as active; [ ] = dose if it differs, or a comment. Unless noted, calls come from the whole dose curve; as a rule, active = well fitted curve in the direction sought with a large enough effect; inconclusive = small, poorly fitted or top-dose-only effect, or another doubt; inactive = no such curve, though single readings can be large; an effect the other way counts as inactive or inconclusive. Hits appear at their usual frequency. About 4.3% of those tested had a hit in this group.

What do the screens show for `CCOC(=O)c1scc(-c2ccccc2)c1S(=O)(=O)Nc1cc(Cl)c(OC)cc1OC`?
Abeta rescue: -6%; Nrf2 ARE act: 8.8%; TGFb inhibitor: inconclusive; HepG2 tox: -18%; A549 viability: 12%; Nrf2 block: 14%

How did COc1ccc(C2(CO)OC(CO)C(O)C2O)cc1 (stereo unspecified) do in these assays?
Abeta rescue: 2%; Nrf2 ARE act: -0.6%; TGFb inhibitor: -4%; HepG2 tox: 2%; pAkt inh: inactive; A549 viability: -9%; CCT chaperon mod: -0.6; Nrf2 block: -3%

What do the screens show for `CCOc1ccc(NC(=O)CN2CCN(S(=O)(=O)c3ccc(OC)cc3)CC2)cc1`?
Abeta rescue: -2%; Nrf2 ARE act: 3.4%; TGFb inhibitor: -16%; HepG2 tox: -24%; A549 viability: 0%; Nrf2 block: -24%

How did O=C(NCCOC(=O)c1cccs1)c1cccnc1 do in these assays?
MmCpn inh: 3%; Abeta rescue: 2%; Nrf2 ARE act: 1.6%; TGFb inhibitor: 3%; HepG2 tox: -3%; pAkt inh: inactive; A549 viability: 18%; CCT chaperon mod: 0.6; Nrf2 block: 7%

What do the screens show for `Cc1cccc(NC(=O)Cn2nc([N+](=O)[O-])c(Br)c2C)n1`?
MmCpn inh: 2%; Abeta rescue: -13%; Nrf2 ARE act: 0.2%; TGFb inhibitor: 7%; HepG2 tox: 0%; pAkt inh: inactive; A549 viability: -9%; CCT chaperon mod: -1.2; Nrf2 block: 3%

Results for NNC(=O)/C(=C\c1cccs1)NC(=O)c1ccccc1 ?
MmCpn inh: -1%; Abeta rescue: 19%; Nrf2 ARE act: -0.6%[9.22 µM]; TGFb inhibitor: -7%; HepG2 tox: -2%; pAkt inh: inactive; A549 viability: 3%; CCT chaperon mod: -0.9; Nrf2 block: 17%

Results for COc1cccc(Nc2nc3c(S(=O)(=O)c4cc(C)ccc4C)nnn3c3ccsc23)c1 ?
Abeta rescue: -13%; Nrf2 ARE act: -0.5%; TGFb inhibitor: 0%; HepG2 tox: -11%; A549 viability: -1%; Nrf2 block: inconclusive

What do the screens show for `O=C(CCCn1c(=S)[nH]c2cc3c(cc2c1=O)OCO3)N1CCc2ccccc2C1`?
MmCpn inh: -3%; Abeta rescue: 12%; Nrf2 ARE act: 2.5%; TGFb inhibitor: -10%; HepG2 tox: -28%; pAkt inh: inactive; A549 viability: 3%; CCT chaperon mod: 0.8; Nrf2 block: -16%

How did CCOC(=O)CSc1nnc(NC(=O)c2cc([N+](=O)[O-])cc([N+](=O)[O-])c2)s1 do in these assays?
MmCpn inh: 1%; Abeta rescue: 3%; Nrf2 ARE act: -0.5%; TGFb inhibitor: -7%; HepG2 tox: -5%; pAkt inh: inactive; A549 viability: -2%; CCT chaperon mod: -1.4; Nrf2 block: -3%

How did Cc1nc(SCC(=O)N2CCOCC2)c2c(=O)n(C)c(=O)n(CC(C)C)c2n1 do in these assays?
MmCpn inh: 3%; Abeta rescue: -11%; Nrf2 ARE act: -0.2%; TGFb inhibitor: 5%; HepG2 tox: 1%; pAkt inh: inactive; A549 viability: 1%; CCT chaperon mod: -1.0; Nrf2 block: 0%

Two records picked at random from the list so far, as already listed:
How did COc1ccc(C2(CO)OC(CO)C(O)C2O)cc1 (stereo unspecified) do in these assays?
Abeta rescue: 2%; Nrf2 ARE act: -0.6%; TGFb inhibitor: -4%; HepG2 tox: 2%; pAkt inh: inactive; A549 viability: -9%; CCT chaperon mod: -0.6; Nrf2 block: -3%

What do the screens show for `CCOc1ccc(NC(=O)CN2CCN(S(=O)(=O)c3ccc(OC)cc3)CC2)cc1`?
Abeta rescue: -2%; Nrf2 ARE act: 3.4%; TGFb inhibitor: -16%; HepG2 tox: -24%; A549 viability: 0%; Nrf2 block: -24%

The listing continues:
Results for Cc1cc(F)ccc1NCC(=O)Nc1ccccc1Br ?
MmCpn inh: -1%; Abeta rescue: 0%; Nrf2 ARE act: 0.6%[9.22 µM]; TGFb inhibitor: -13%; HepG2 tox: -3%; pAkt inh: inactive; A549 viability: 13%; CCT chaperon mod: -5.5; Nrf2 block: 2%

What do the screens show for `CC(Nc1ccc([N+](=O)[O-])cc1[N+](=O)[O-])c1ccccc1` (stereo unspecified)?
Abeta rescue: 5%; Nrf2 ARE act: 3.6%; TGFb inhibitor: inconclusive; HepG2 tox: -16%; pAkt inh: inactive; A549 viability: -14%; CCT chaperon mod: -1.3; Nrf2 block: -23%

How did CCOc1ccccc1C=C1CCc2ccccc2C1=O do in these assays?
Abeta rescue: 0%; Nrf2 ARE act: inconclusive; TGFb inhibitor: -25%; HepG2 tox: -26%; pAkt inh: inactive; CCT chaperon mod: 2.4

How did CCc1cccc2c1NC(=O)[C@]21[C@@H]2C(=O)N(Cc3ccccc3)C(=O)[C@@H]2[C@@H]2CCCN21 do in these assays?
MmCpn inh: 1%; Abeta rescue: 15%; Nrf2 ARE act: -0.4%; TGFb inhibitor: 15%; HepG2 tox: -2%; pAkt inh: inactive; A549 viability: 2%; CCT chaperon mod: 1.1; Nrf2 block: 4%

How did C#CCN(CC=C)C(=O)C1CCC(=O)N(CCCc2ccccc2)C1 (stereo unspecified) do in these assays?
MmCpn inh: -1%; Abeta rescue: 10%; Nrf2 ARE act: 0.1%; TGFb inhibitor: 2%; HepG2 tox: -37%; pAkt inh: inactive; A549 viability: 1%; CCT chaperon mod: 0.3; Nrf2 block: 3%

Results for NC(=S)N=Nc1c(O)[nH]c2c(Cl)cc(Cl)cc12 ?
Abeta rescue: -2%; Nrf2 ARE act: -0.1%; TGFb inhibitor: 0%; HepG2 tox: -21%; pAkt inh: inactive; A549 viability: 1%; CCT chaperon mod: -1.6; Nrf2 block: -26%

How did CCc1cccc(-n2c(=O)c3cccnc3n2CC(=O)Nc2ccc(F)c(C)c2)c1 do in these assays?
Abeta rescue: 3%; Nrf2 ARE act: -0.7%; TGFb inhibitor: inconclusive; HepG2 tox: -19%; A549 viability: -2%; Nrf2 block: -14%

How did CCOc1ccc(NC(=O)N(Cc2ccc(C)cc2)Cc2ccccn2)cc1 do in these assays?
MmCpn inh: -2%; Abeta rescue: -18%; Nrf2 ARE act: 0.9%; TGFb inhibitor: -14%; HepG2 tox: -63%; pAkt inh: inactive; A549 viability: -5%; CCT chaperon mod: -0.5; Nrf2 block: -12%

Results for Cc1cc(C(=O)N2CC=C(c3ccccc3)CC2)c2ccccc2n1 ?
MmCpn inh: 1%; Abeta rescue: 5%; Nrf2 ARE act: 4.8%; TGFb inhibitor: inconclusive; HepG2 tox: -2%; pAkt inh: inactive; A549 viability: inconclusive; CCT chaperon mod: 6.4; Nrf2 block: inconclusive

How did Cc1ccc(C)c(OCC(=O)Nc2ccc(S(=O)(=O)Nc3ncccn3)cc2)c1 do in these assays?
MmCpn inh: -1%; Abeta rescue: -2%; Nrf2 ARE act: 0.3%; TGFb inhibitor: -26%; HepG2 tox: -8%; pAkt inh: inactive; A549 viability: -5%; CCT chaperon mod: 2.2; Nrf2 block: 2%

Results for CC(NC(=O)CNC(=O)C(Cc1ccccc1)NC(=O)OCc1ccccc1)C(N)=O (stereo unspecified) ?
MmCpn inh: -2%; Abeta rescue: -4%; Nrf2 ARE act: -0.2%; TGFb inhibitor: inconclusive; HepG2 tox: 1%; pAkt inh: inactive; A549 viability: 12%; CCT chaperon mod: -0.8; Nrf2 block: 3%

How did CCN(Cc1ccccc1)C(=O)Cn1c(=O)n(-c2ccc(C)c(C)c2)c(=O)c2c(C)c(C)sc21 do in these assays?
Abeta rescue: -6%; Nrf2 ARE act: 0.4%; TGFb inhibitor: inconclusive; HepG2 tox: -15%; A549 viability: -5%; Nrf2 block: -5%[9.27 µM]

How did Cn1c(/C=C/c2cccc(Br)c2)nc2ccccc2c1=O do in these assays?
MmCpn inh: 0%; Abeta rescue: -60%[inhibitor]; Nrf2 ARE act: inconclusive; TGFb inhibitor: -25%; HepG2 tox: 0%; pAkt inh: inactive; A549 viability: -5%; CCT chaperon mod: 3.4; Nrf2 block: 99%

What do the screens show for `CC1(C)CCC(=O)C=C1Nc1ccc(F)c(Cl)c1`?
MmCpn inh: -1%; Abeta rescue: 17%; Nrf2 ARE act: -0.3%; TGFb inhibitor: -5%; HepG2 tox: -18%; pAkt inh: inactive; A549 viability: 2%; CCT chaperon mod: -0.4; Nrf2 block: 6%

What do the screens show for `CC(C)NC(=O)c1onc(CSc2ccc(F)c(F)c2)c1C(=O)NC(C)C`?
Abeta rescue: -2%; Nrf2 ARE act: 3.4%; TGFb inhibitor: inconclusive; HepG2 tox: -4%; pAkt inh: inactive; A549 viability: 7%; CCT chaperon mod: -1.0; Nrf2 block: 1%

How did CCCNC(=O)COC(=O)c1c2c(nc3ccccc13)CCC2 do in these assays?
MmCpn inh: 0%; Abeta rescue: 4%; Nrf2 ARE act: -0.5%; TGFb inhibitor: -1%; HepG2 tox: -10%; pAkt inh: inactive; A549 viability: 0%; CCT chaperon mod: -1.3; Nrf2 block: 8%

Results for CCCCNC(=O)CN1C(=O)NC(Cc2ccccc2)(Cc2ccccc2)C1=O ?
MmCpn inh: -8%; Abeta rescue: 1%; Nrf2 ARE act: -0.3%; TGFb inhibitor: -4%; HepG2 tox: 7%; pAkt inh: inactive; A549 viability: 1%; CCT chaperon mod: -13; Nrf2 block: -31%
